Assay outcomes deposited in PubChem by several laboratories.
14-3-3 Bad PPI – disrupts binding of bovine 14-3-3 zeta to phospho-Bad peptide; P63103; TR-FRET 14-3-3zeta/Dy647-pBad peptide displacement, 1 h; inhibition, % at 21.7 µM; actives 0.71% (n = 220,000); AID 781;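 active means inhibition above about 70%, limit read from the data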;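 further: 0% = full 14-3-3 plus peptide FRET controls and 100% = background without 14-3-3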
Target sequence (P63103 whole entry, looked up): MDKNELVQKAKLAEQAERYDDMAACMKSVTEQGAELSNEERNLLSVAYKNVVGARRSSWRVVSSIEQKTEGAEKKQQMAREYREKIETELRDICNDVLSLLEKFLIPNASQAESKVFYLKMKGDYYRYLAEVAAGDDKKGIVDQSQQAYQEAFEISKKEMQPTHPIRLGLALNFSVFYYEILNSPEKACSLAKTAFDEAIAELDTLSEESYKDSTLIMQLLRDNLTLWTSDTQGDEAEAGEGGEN
Runt-SMMHC FRET – blocks binding of human RUNX1 Runt domain to CBFb-SMMHC; Q01196+Q13951; Cerulean-Runt/Venus-CBFb-SMMHC FRET ratio 530/480, 1 h; inhibition, % at 20 µM; actives 0.74% (n = 220,000);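 active means mean inhibition across duplicate retests at 20 µM reaching about 50%, limit read from the data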;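 further: 0% = DMSO wells and 100% = wells with excess untagged CBFb-SMMHC; inhibitors lower the FRET ratio by blocking Runt binding to CBFb-SMMHC; some results filed as inactive read as strong as hits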
L929 necroptosis – blocks zVAD induced death of L929 cells; L929 zVAD necroptosis rescue, ATP luminescence, 24 h; with zVAD 60 µM; viability rescue, % at 10 µM; actives 0.38% (n = 220,000);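 active means activation, scaled between plate controls, above about 75%, limit read from the data; inactive means activation under that limit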;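 further: 0% = zVAD with DMSO and 100% = DMSO alone without zVAD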
Hck-Nef inh – human Hck-Nef kinase inhibition. P08631. Recombinant Hck-YEEI plus Nef, Z-Lyte FRET kinase assay. inhibition, % at 20 µM. actives 0.68% (n = 220,000);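 active means Hck-Nef kinase inhibition above about 50%, limit read from the data; inactive means inhibition below that limit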;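 further: 0% = DMSO with Hck plus Nef and 100% = Hck alone without Nef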
MDM2 E3 inh – blocks human Mdm2 ubiquitin ligase activity; signal enhancement, % at 5 µM; actives 0.11% (n = 210,000); cell-based MDM2 ubiquitination luciferase reporter, 2 h; 0 = plate control, 100 = twice control, blank-subtracted; Q00987;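 active means signal enhancement of 30% or more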;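 further: luminescence tracks abundance of the self-degrading MDM2-luciferase fusion protein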
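Assay system: stable mammalian line carrying autodegrading MDM2–luciferase fusion reporter; Input: 2000 cells in each well; Compound dosing: single-point 5 µM; Schedule: 2 h compound exposure at 37 °C; Signal: SteadyLite luciferase luminescence after 15 min room-temperature reagent incubation; Evaluation: % luminescence enhancement versus blank-corrected plate control mean; Benchmarks: plate controls and plate blanks.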
Tb hexokinase – blocks Trypanosoma brucei hexokinase 1 activity; recombinant TbHK1, G6PDH-coupled NADH A340; inhibition, % at 10 µM; actives 0.11% (n = 220,000); AID 1430;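 active means inhibition of 50% or more in the single-dose primary screen; inactive means inhibition below 50%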
EBV gp42 block – blocks Epstein-Barr virus glycoprotein 42 binding; inhibition, % (tested at 21.74 µM); actives 0.42% (n = 220,000); Q1HVG2; Fluorescence polarization binding assay, mP read-out; in the data active means inhibition above about 50%
Target sequence (Q1HVG2 whole entry, looked up): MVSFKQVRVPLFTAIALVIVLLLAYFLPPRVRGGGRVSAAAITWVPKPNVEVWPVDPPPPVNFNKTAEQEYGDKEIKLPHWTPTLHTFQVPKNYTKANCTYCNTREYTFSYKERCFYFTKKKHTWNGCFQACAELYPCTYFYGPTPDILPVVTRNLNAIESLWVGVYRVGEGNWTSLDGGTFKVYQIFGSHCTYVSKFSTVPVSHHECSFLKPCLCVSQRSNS
Runt-CBFb FRET – Runt domain-CBFb interaction inhibition | Q01196+Q13951 | Cerulean-Runt/Venus-CBFb FRET ratio 530/480, 1 h | inhibition, % at 20 µM | actives 0.46% (n = 220,000) | AID 1496;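 active means inhibition over about 50% at 20 µM in the single-dose screen, limit read from the data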;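 further: 0% = DMSO wells and 100% = excess unlabeled CBFb competitor control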
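test system = Cerulean-Runt domain fusion protein, energy donor | probe or stimulus = Venus-CBFb binding partner, 100 nM | incubation = two 1 h room-temperature incubations shielded from light | detection = fluorescence energy transfer, 422 nm excitation, 530/480 nm emission | measure = loss of energy transfer signal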
NCF1 inh – p47phox (human) inhibition. AID 1274. p47phox/p22phox peptide binding, fluorescence polarization, 2 h. actives 0.53% (n = 220,000). inhibition, % at 24.7 µM;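 active means inhibition above about 30%, limit read from the data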;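 further: 0% = p47phox with labelled peptide and 100% = labelled peptide alone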
Target sequence (P14598 whole entry, looked up): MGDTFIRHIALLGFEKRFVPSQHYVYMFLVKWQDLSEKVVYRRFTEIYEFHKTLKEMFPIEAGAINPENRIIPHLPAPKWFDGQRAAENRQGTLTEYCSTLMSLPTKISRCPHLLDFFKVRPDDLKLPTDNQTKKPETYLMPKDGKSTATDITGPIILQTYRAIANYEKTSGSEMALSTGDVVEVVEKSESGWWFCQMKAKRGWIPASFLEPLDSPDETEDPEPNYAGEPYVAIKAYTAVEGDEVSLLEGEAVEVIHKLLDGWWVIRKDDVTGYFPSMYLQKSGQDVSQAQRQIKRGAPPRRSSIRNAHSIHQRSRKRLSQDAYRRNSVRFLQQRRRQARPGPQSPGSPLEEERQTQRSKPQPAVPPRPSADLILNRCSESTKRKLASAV
* hit, by the source's call; . = not tested or not shown; [ ] = another dose, or the depositor's remark.

SMILES	14-3-3 Bad PPI	Runt-SMMHC FRET	L929 necroptosis	Hck-Nef inh	MDM2 E3 inh	Tb hexokinase	EBV gp42 block	Runt-CBFb FRET	NCF1 inh
Cc1ccc2nsnc2c1S(=O)(=O)N(CCO)Cc1cc2cc3c(cc2[nH]c1=O)OCCO3	15	-2	2.5	-8	2	-23	1	0	7
CC1(C)CNC(=O)c2sc(NC(=O)c3ccccc3)nc2C1	-8	2	2.6	23	-5	-7	-2	1	-11
COc1ccc(-c2csc(NC3OC(=O)c4c3ccc(OC)c4OC)n2)cc1OC (configuration not stated)	-4	-4	-0.3	11	-15	-7	-14	8	2
COc1ccc(C2=NN(C(C#N)c3ccc(OC)cc3)C(c3ccccc3)C2)cc1 (configuration not stated)	10	6	1.0	1	-22	-11	-18	1	-1
CCN(CC)c1ccc(C=Nc2ccccc2)c(O)c1	-3[fluorescence artefact?]	2	-0.2	13	-2	-30	-15	1	-19
O=C1C(=Cc2ccc(Br)o2)C(=O)c2ccccc21	89*[fluorescence artefact?]	16	-0.5	26	.	11	65*	28	-17
C[N+]1(CC#CC(O)(c2ccccc2)c2ccccc2)CCCC1	16[fluorescence artefact?]	5	.	6	5	-6	-53	-1	-3
CC/C(=N\NC(=O)c1ccc(-c2ccccc2)cc1)C12CC3CC(CC(C3)C1)C2	-20	1	1.2	1	-6	-1	-13	-1	0
COc1ccccc1CNC(=O)CCC(=O)Nc1nnc(C)s1	-1	2	-0.5	0	-11	-2	-24	-1	-14
Cc1ccc(-c2nnc(SCC(=O)N3CCCC3)o2)cc1	-3[fluorescence artefact?]	2	0.2	-1	-2	-1	-14	-1	-10
CCOC(=O)c1ccc(N2C(=O)CC(N3CCN(C(=O)c4ccco4)CC3)C2=O)cc1 (configuration not stated)	-4	-1	0.8	2	-31	1	-21	-1	-11
O=C(/C=C/c1ccc(F)cc1)NCCCN1CCN(CCCNC(=O)/C=C/c2ccc(F)cc2)CC1	-2	-3	0.7	2	-21	0	-9	-3	-17
O=C(Nc1cc(S(=O)(=O)N2CCOCC2)ccc1N1CCOCC1)c1cc(=O)[nH]c2ccccc12	-12	-2	5.0	22	-12	-12	-3	1	-2
CCCNC1=C(C)C(=O)CC1	-11	0	0.0	-2	-6	-4	1	-1	-1
CCOc1ccc(N(CC(=O)Nc2ccccc2C(=O)NCc2ccco2)S(C)(=O)=O)cc1	-3	1	0.9	8	-8	-2	-4	1	3
COc1cc(-c2cc(C(=O)NCCc3ccc(S(N)(=O)=O)cc3)c3ccccc3n2)cc(OC)c1OC	8	0	2.0	12	-14	-40	-7	-1	-5
Cc1ccc(-n2c(C)cc(C(=S)N3CCOCC3)c2C)cc1C	-12	-1	-0.1	-1	-13	-4	-5	4	-2
O=S(=O)(Nc1ccccc1F)c1ccc2nsnc2c1	-4[fluorescence artefact?]	0	2.2	-1	-16	-4	-21	0	1
CCN(CC)C1=CC(=[N+]2CCCC2)CC(C)(C)C1	4	10	.	-4	-10	-233	-5	-2	1
CCN(CC)CCNc1nc2c(c(=O)n(C)c(=O)n2C)n1C/C=C(/C)Cl	-22[fluorescence artefact?]	1	-0.3	0	-13	5	-15	-1	0
O=C(CN1C(=O)S/C(=C\c2ccccc2)C1=O)NNC(=O)c1ccccc1O	8	2	0.4	6	1	2	2	2	14
Cc1ccc2c(ccc(=S)n2C)c1	-10	-6	0.0	25	-6	-3	-2	1	-9
Cc1nc(SCC(=O)NCC(F)(F)F)c2c(-c3cccs3)csc2n1	-3[fluorescence artefact?]	2	1.7	3	-16	4	-30	0	-15
Cc1cnn(C(=S)NCc2ccc(Cl)cc2)c1	-10	7	0.0	-1	-15	-1	8	0	-8
Cc1cc(C(C)(C)C)cc(C)c1C(=O)O	-5	3	1.1	13	-8	-13	3	-1	2
CCC(=O)Nc1cc(-c2nn(C)c(=O)c3ccccc23)ccc1N1CCOCC1	-7	2	0.5	-1	-13	-11	-22	0	-4
COc1ccc(C(=O)Nc2sc3c(c2C(=O)O)CC(C)(C)OC3)cc1	-3	4	0.9	-4	.	-15	-23	2	-13
Cc1ccc(SCc2ccc(C(=O)Nc3cccc([N+](=O)[O-])c3)cc2)cc1	-3	-12	0.5	2	-12	13	1	0	-29
Cc1ccc(-c2nn(-c3ccccc3)cc2/C=C2\SC(=S)N(CC(=O)O)C2=O)cc1	11	-14	0.9	58*	-9	20	22	-2	-32
CCC12CN3CC(CC)(CN(C1)C3c1ccc([N+](=O)[O-])o1)C2=O (configuration not stated)	-2	-2	17	50*	-5	-10	-10	1	-4
CCOc1ccc(NC(=O)C2Cc3ccccc3CN2S(=O)(=O)CC)cc1 (configuration not stated)	-19	0	7.7	27	26	-4	-9	0	-10
COc1ccc(C2=NN(C(=O)CSc3nnc(C)c(=O)n3N)C(c3ccco3)C2)cc1 (configuration not stated)	-10	-1	-0.5	31	-1	-2	5	-1	-50
CCOC(=O)C1(C)C=C(Nc2cccc(OC)c2)C(=O)N1c1ccccc1 (configuration not stated)	-4	0	-0.5	2	-9	0	-10	2	-5
Cc1cccc2nc(CSc3ccc(Cl)cc3)cn12	-4	1	-1.3	7	.	-3	4	-1	-1
CCCc1nc2c(=O)n(C)c(=O)nc-2n(C)n1	-14	-11	7.7	-11	3	7	-10	-2	-3
CN1CCC(=NNC(=O)CN(c2cccc(Cl)c2)S(C)(=O)=O)CC1	-15	-1	2.5	21	-8	-3	2	-2	7
CN1CCN(c2ccc(CNC(=O)c3ccco3)cc2)CC1	-3	-5	0.0	1	-5	-7	-8	1	-2
Cc1ccccc1C(=O)NC1CCN(Cc2nnnn2Cc2ccccc2)CC1	-2	-9	-0.1	0	-4	6	-12	12	-2
O=C(NCC(c1cccnc1)N1CCN(c2ccc(F)cc2)CC1)C1CCCCC1 (configuration not stated)	-7	-1	0.8	4	7	-4	-5	-3	-16
Cc1ccc(-n2c(Cc3cccs3)nnc2SCC(N)=O)cc1	0[fluorescence artefact?]	0	-0.3	1	-1	-2	-12	0	-4
N#C/C(=C\Nc1ccc(F)c(Cl)c1)S(=O)(=O)c1ccccn1	-6	0	0.9	0	-5	-22	-3	2	-10
O=C(Cn1c(=O)c2c(ncn2Cc2ccccc2)n(Cc2ccccc2)c1=O)N1CCCC1	0[fluorescence artefact?]	-10	-0.9	-1	-20	8	-16	0	-7
CCC(CC)C(=O)c1c[nH]c(C(=O)OC)c1	11	4	0.6	-17	-7	8	1	0	-12
COc1ccc(Br)cc1CN(C)CC(=O)NCCc1ccccc1	41	-3	-0.6	19	-9	3	-20	-3	1
CC(CN1CCCCC1)OC(=O)C(C)(c1ccccc1)c1ccccc1 (configuration not stated)	26[fluorescence artefact?]	-3	-0.7	-2	-13	10	-25	-2	-7

Compounds above that contain a thiophene ring, fused or not:
SMILES	14-3-3 Bad PPI	Runt-SMMHC FRET	L929 necroptosis	Hck-Nef inh	MDM2 E3 inh	Tb hexokinase	EBV gp42 block	Runt-CBFb FRET	NCF1 inh
Cc1nc(SCC(=O)NCC(F)(F)F)c2c(-c3cccs3)csc2n1	-3[fluorescence artefact?]	2	1.7	3	-16	4	-30	0	-15
COc1ccc(C(=O)Nc2sc3c(c2C(=O)O)CC(C)(C)OC3)cc1	-3	4	0.9	-4	.	-15	-23	2	-13
Cc1ccc(-n2c(Cc3cccs3)nnc2SCC(N)=O)cc1	0[fluorescence artefact?]	0	-0.3	1	-1	-2	-12	0	-4

Later entries:
SMILES	14-3-3 Bad PPI	Runt-SMMHC FRET	L929 necroptosis	Hck-Nef inh	MDM2 E3 inh	Tb hexokinase	EBV gp42 block	Runt-CBFb FRET	NCF1 inh
CC(=O)c1ccc(N2CCN(C(=O)Nc3ccc(F)cc3F)CC2)cc1	0	2	-0.8	13	3	-24	-1	1	-1
Cc1cccc(C)c1OCC(=O)OCC(=O)c1ccc2c(c1)NC(=O)CO2	3	-3	0.5	6	12	-4	-17	-3	-12
CC(=O)c1c(Nc2cccc(F)c2)oc(C)cc1=O	-2	4	0.1	-3	.	-4	5	4	-10
Cc1cc(C)cc(NC(=O)Cn2cnc3c(nnn3Cc3ccc(F)cc3)c2=O)c1	2	-2	1.8	9	-7	1	-2	1	2
CCC(C)Nc1nc(OC)nc(N(C)C#N)n1 (configuration not stated)	-16[fluorescence artefact?]	-6	1.8	1	-15	0	-16	0	-9
O=C(COC(=O)C1COc2ccccc2O1)Nc1ccc2c(c1)CCC2 (configuration not stated)	8	3	1.4	-1	-3	6	10	-1	-7
CC1(C)NC(=O)N(CCCCSc2ccc(Cl)cc2)C1=O	-14	-8	-0.5	-19	-9	10	-14	1	0
O=C(O)CSc1ccc2ccccc2n1	4	-12	0.2	1	-17	-11	-18	4	1
COc1cccc(-n2c(SCC(=O)NCc3ccco3)nnc2-c2c[nH]c3ccccc23)c1	3	-2	-0.5	2	5	2	-1	0	-1
Cc1ccc2c(C)c(C(=O)NCc3ccc(S(N)(=O)=O)cc3)oc2c1C	-6	-4	4.4	20	2	0	-14	0	-8
COC(=O)[C@@H]1C2CCC(C(=O)Nc3ccccc3)(CC2)[C@@H]1C(=O)OC	-13	-2	-0.2	0	-15	-4	-13	0	1
O=C(CCCNS(=O)(=O)c1cccc2nsnc12)NCc1ccc(F)cc1	-2	4	0.1	-1	-10	6	-25	3	-9
COc1cccc(C(=O)Nc2cccnc2)c1OC	-2	1	1.6	12	-3	0	-4	2	-3
C=CCN=c1scc(-c2ccc3c(c2)NC(=O)CO3)n1/N=C(\C)c1ccccn1	-9	-13	-1.2	32	-21	-10	-22	-6	-45
Cc1cccc(NC(=O)CCCSc2nc3ccccc3[nH]2)c1	-19	6	1.7	1	1	-5	-6	1	-9
Cc1cc(C(=O)Cn2nc(C(=O)O)c3ccccc3c2=O)c(C)n1CCc1ccc(Cl)cc1	-11	0	78*	3	-4	11	-19	-2	-55
Nc1ccccc1N1CCN(C(=O)c2ccccc2)CC1	-7	-8	2.5	5	-8	2	-11	0	-6
O=C1N=C(N2CCC(Cc3ccccc3)CC2)S/C1=C/c1cn[nH]c1-c1ccccc1	-4	0	0.9	-1	-17	-10	-5	2	-9
CCOc1ccccc1CN1CCC(O)CC1	62	0	-0.1	0	1	-4	-13	-1	-8
CCOC(=O)C(C(=O)OCC)c1cc(Br)c2noc3c2c1C(=O)c1ccccc1-3	-10	-255	37	0	0	-9	133*	-32	0
CCOC(=O)c1c(NC(=O)Cn2nc(C(F)(F)F)cc2C)sc2c1CCC2	-13	-4	0.0	3	-4	13	1	-4	-23
Cc1ccc(CN2CCN(c3ncccn3)CC2)o1	35	0	0.6	4	-11	-11	-32	1	-6
CCCCn1c(CN2CCN(CCO)CC2)nc2ccccc21	-16	1	-0.1	1	5	3	-8	0	-3
Nc1c(C(=O)N/N=C/c2ccccc2)cnn1-c1ccccc1	-1	0	3.7	68*	-13	1	-4	1	-45
COc1ccc2[nH]c(=O)c(CN(C(=O)C3CCCO3)c3ccc(C)c(C)c3)cc2c1 (configuration not stated)	3	-6	1.4	-3	9	-16	-5	-1	0
CC(=O)Nc1ccc(NC(=O)CSc2nnc(CNc3ccc(F)cc3)n2CC2CCCO2)cc1 (configuration not stated)	-21	5	7.5	22	-27	0	5	0	-4
COc1ccc(CCNC(=O)CCCN2C(=O)c3ccccc3C2=O)cc1OC	-3[fluorescence artefact?]	-7	0.2	2	6	-1	-19	-1	-8
